PfHsp90 yeast 2: inhibits growth of yeast expressing Plasmodium falciparum Hsp90 | S. cerevisiae expressing PfHsp90, BacTiter-Glo ATP, 48 h; yeast lacking PDR1 and PDR3 efflux regulators | inhibition, % at 9.4 µM | 0.32% of 310,000 active | AID 504621;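 active = every replicate shows inhibition above about 80%, whatever the replicate mean, limit read from the data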;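 note: 0% = DMSO neutral controls and 100% = 20 µM radicicol positive controls; yeast relying on Plasmodium falciparum Hsp90 in place of its own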
PKA-R2B activ: activates the human PKA-R2B holoenzyme complex; PKA-R2B holoenzyme dissociation, Cy5-IP20 fluorescence polarization; R2B truncated from residue 108, S112A mutant; 0% DMSO only, 100% 113 µM cGMP; activation, % at 11.4 µM; 0.079% of 340,000 active; AID 504700;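 active = activation above a cutoff set at the mean over all compounds plus 3 SD, cut at about 18% in these data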;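 note: higher means more holoenzyme dissociation and a rise in polarization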
E coli growth: reduces bacterial viability in AddAB counter-screen; E. coli V3065 growth, OD600 absorbance, 18 h; inhibition, % at 11.9 µM; 0.27% of 330,000 active;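 active = inhibition above the campaign's mean inhibition across all tested compounds plus 3 SD, cut at about 9.9% in these data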;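 note: uninfected addAB+ strain grown without phage in ampicillin broth; 0% = DMSO wells and 100% = ciprofloxacin 0.95 µg/ml wells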
AddAB inh: less growth of phage-infected E. coli with AddAB; 0.29% of 330,000 active; inhibition, % at 11.9 µM; E. coli expressing H. pylori AddAB, absorbance growth; in the data active = inhibition above about 12%;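 note: 0% = vehicle wells of infected cells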
OPRM1-OPRD1 ag: agonists of human mu-delta opioid receptor heterodimerization. activation, % at 9.3 µM. cells, OPRM1-OPRD1 heterodimerization, luminescence. 0.3% of 340,000 active; in the data active = activation above about 18%;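 note: 0% = vehicle-treated cells and 100% = reference agonist; values of inactives mirror those of a sister screen read the other way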
Target sequence (P35372 whole entry, looked up): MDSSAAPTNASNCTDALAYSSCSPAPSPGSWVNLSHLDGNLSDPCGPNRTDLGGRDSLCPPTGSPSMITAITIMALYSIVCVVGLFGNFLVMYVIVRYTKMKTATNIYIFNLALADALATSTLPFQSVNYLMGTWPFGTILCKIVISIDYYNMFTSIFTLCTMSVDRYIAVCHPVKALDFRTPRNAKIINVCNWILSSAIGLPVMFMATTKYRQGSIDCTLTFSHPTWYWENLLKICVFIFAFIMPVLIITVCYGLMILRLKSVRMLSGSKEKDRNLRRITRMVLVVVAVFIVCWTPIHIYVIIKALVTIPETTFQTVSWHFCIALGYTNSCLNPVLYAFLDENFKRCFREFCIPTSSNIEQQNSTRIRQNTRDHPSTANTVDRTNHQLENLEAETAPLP
Target sequence (P41143 whole entry, looked up): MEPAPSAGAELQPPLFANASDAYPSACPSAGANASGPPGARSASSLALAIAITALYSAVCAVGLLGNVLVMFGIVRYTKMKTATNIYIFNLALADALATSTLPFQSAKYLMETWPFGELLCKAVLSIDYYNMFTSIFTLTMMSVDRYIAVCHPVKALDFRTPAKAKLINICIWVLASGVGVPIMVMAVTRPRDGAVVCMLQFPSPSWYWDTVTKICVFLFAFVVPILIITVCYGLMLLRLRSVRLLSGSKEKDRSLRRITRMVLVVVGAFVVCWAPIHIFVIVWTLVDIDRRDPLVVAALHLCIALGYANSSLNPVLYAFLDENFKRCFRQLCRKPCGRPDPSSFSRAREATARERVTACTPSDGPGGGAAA
Mot1-301 SUMO: blocks SUMOylation pathway, rescuing yeast Mot1-301 growth; S. cerevisiae Mot1-301 growth rescue, ATP luminescence, 38.5C; percent above DMSO median, 100 means doubled; AID 2716; growth rescue, % at 18.8 µM; 1% of 320,000 active;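 active = every valid replicate shows activation above 250% relative to neutral control wells; inactive = the rest, any valid replicate at or below 250%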;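 note: OY570 slx delta 5 strain wells were the positive control but not used for scaling; some compounds called inactive have numbers as strong as hits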
HTR5A inv ctr: counter-screen for OPRM1-OPRD1 inverse agonists: human HTR5A inverse agonism; HTR5A cell line, luminescence; 0.083% of 340,000 active; inhibition, % at 9.3 µM; in the data active = inhibition mostly above about 23%, no sharp cut-off; inactive = mostly below about 18%;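 note: 0% = cells with DMSO and 100% = no-cell wells with DMSO; some compounds called inactive have numbers as strong as hits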
phage Ecoli inh: E. coli growth loss with phage present | inhibition, % at 11.9 µM | 0.26% of 360,000 active | growth absorbance | AID 651602; in the data active = inhibition above about 11%
PKA-R1A activ: PKA-R1A complex activation. P00514+P68181. PKA-R1A dissociation, Cy5-IP20 fluorescence polarization; scaled: DMSO 0%, 113 µM cGMP 100%. activation, % at 11.4 µM. 0.083% of 340,000 active;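 active = percent activation above the mean of all tested compounds plus 3 SD, cut at about 19% in these data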;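 note: higher means more PKAc released from R1A so a rise in polarization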
OPRM1-OPRD1 inv: mu-delta opioid heterodimer inverse agonism | P35372+P41143 | cell-based MOR-DOR heterodimer luminescence | inhibition, % at 9.3 µM | 0.21% of 340,000 active | AID 504357; in the data active = inhibition above about 22%, passing the limit was not always enough;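 note: 0% = cells with DMSO and 100% = wells without cells with DMSO; values of inactives mirror those of a sister screen read the other way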
Tat transport: blocks Tat-dependent protein export in E. coli; E. coli MC4100 TorA-mCherry Tat export, fluorescence; inhibition, % at 10 µM; 0.036% of 340,000 active; AID 488895;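 active = mean replicate inhibition at least 50% and at least half of replicates individually reaching 50%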;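 note: exported cargo escapes ClpAP degradation while cytoplasmic cargo is degraded and loses fluorescence; 0% = median of neutral control wells and 100% = median of NaSCN control wells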
* marks the source's active call; other numbers are inactive results; · = not tested or not shown. Rows are unselected. Share with any hit: about 2.2%.

SMILES	PfHsp90 yeast 2	PKA-R2B activ	E coli growth	AddAB inh	OPRM1-OPRD1 ag	Mot1-301 SUMO	HTR5A inv ctr	phage Ecoli inh	PKA-R1A activ	OPRM1-OPRD1 inv	Tat transport
COC(=O)C1=C(CN2CCc3ccccc32)NC(=O)NC1c1cc(C)ccc1C (stereo not drawn)	9	-16	0.0	3.0	-1.4	-10	-16	3.0	-5	6	-1
Cc1ccc(NC(=O)CCSc2nnc3ccccn23)cc1	19	-4	-2.0	-0.4	0.5	4	0	0.9	-2	-3	1
CC(=O)Nc1nc2ccccc2[nH]1	-22	-6	4.4	3.2	-3.0	4	-32	4.7	-4	15	-6
COc1ccc(-c2oc3ccc(N4CCOCC4)cc3c2C#CC2(O)CCCCC2)cc1	-4	-3	0.8	-0.5	4.4	-8	-37	2.4	2	-26	-1
CC(C)c1nnc(SCC(=O)N2CCc3ccccc32)n1N	-37	1	-2.2	5.7	-3.1	404	5	0.1	-13	14	-3
N#CCC(=O)N/N=C/c1ccccc1Cl	18	-1	1.4	-0.6	-3.5	-5	7	3.4	8	18	-8
COc1ccc(N2CCN(C(=O)CCc3ccc(S(=O)(=O)NCC(C)C)cc3)CC2)cc1	-17	-3	-1.4	0.8	-0.3	-9	13	1.1	-1	1	3
COc1ccccc1Nc1ncnc2c1cnn2-c1cccc(C)c1	39	-4	-2.5	2.3	5.5	6	-2	1.6	4	-28	-4
CC(C)OCCCNC(=O)Nc1cccc2ccccc12	-3	1	2.8	4.1	-1.0	0	13	3.4	-8	5	-2
O=C(N/C(=C/c1cccc([N+](=O)[O-])c1)C(=O)N1CCCCCC1)c1cccs1	-1	-10	-2.0	-0.2	-2.0	3	-3	2.5	8	11	0
CCCCOc1ccc(C(=O)Oc2cc(C)[nH]c(=O)c2[N+](=O)[O-])cc1	-23	-15	-0.4	1.2	-4.7	-8	9	-0.3	-4	23	3
Cc1cccc(/N=C/c2ccccn2)n1	-3	0	-1.4	0.9	-1.6	-5	16	-0.5	-5	8	-1
COc1cc2c(cc1OC)CN(C(=S)Nc1ccccc1Cl)CC2	0	1	-3.6	0.2	-1.8	-4	-18	2.2	4	9	8
Cc1cc(C(=O)NP(=O)(N2CCOCC2)N2CCOCC2)c(C)n1-c1ccc(Br)cc1	5	-3	0.7	4.5	0.8	9	3	2.9	-8	-6	10
O=C1C(Cl)=C(NCCCN2CCOCC2)C(=O)N1CCc1ccccc1	·	1	-0.4	-1.5	-1.8	-5	8	2.6	-6	10	-8
CCCCCn1c(=NC(=O)c2cccnc2)c(C#N)cc2c(=O)n3cccc(C)c3nc21	-1	-1	1.8	2.2	-0.6	-8	-3	-0.5	-9	3	-3
CCN(CC)c1ccc(/C=N/n2c(C)cc(C)cc2=O)cc1	-5	8	0.4	4.9	-1.2	134	-5	1.2	-3	6	-9
Cc1ccc(S(=O)(=O)N2CCN(C(=O)COC(=O)c3ccc(Cl)nc3)CC2)c(C)c1	1	-3	1.1	1.2	0.8	7	2	1.3	-1	-3	6
Cc1ccc(NC(=O)c2cc3c(s2)CCC3)cc1S(=O)(=O)N1CCOCC1	·	8	0.9	1.8	-0.7	-5	-12	0.2	0	3	0
CCc1ccccc1NC(=O)c1ccc(S(=O)(=O)N2CCCC2)cc1	18	-5	-0.8	1.1	0.7	-7	-7	4.1	-1	-5	-3
O=C(N/N=C/c1ccccn1)c1cc(Br)ccc1O	-7	0	·	·	-3.5	2	-10	-1.1	3	16	-3
NC(=O)CSc1nc(-c2ccccc2)nc2ccccc12	-2	-7	-2.5	-2.1	-3.3	-6	-7	2.0	-2	16	-11
CC(=O)Nc1ccc2c(c1)Cc1c-2cc(Br)c(N)c1Br	5	0	·	·	0.4	·	11	2.4	8	-2	3
CCOC(=O)C1CCN(S(=O)(=O)c2ccc3c(c2)CCN3C(C)=O)CC1	-14	-9	-1.7	2.3	-0.9	-18	1	-0.2	-7	5	-2
CC1=NN(C(=O)c2csc(C)c2C)C(O)(C(F)(F)F)C1 (stereo not drawn)	6	5	0.9	1.5	-0.7	-1	18	0.7	-8	5	1
Remaining list, next part
SMILES	PfHsp90 yeast 2	PKA-R2B activ	E coli growth	AddAB inh	OPRM1-OPRD1 ag	Mot1-301 SUMO	HTR5A inv ctr	phage Ecoli inh	PKA-R1A activ	OPRM1-OPRD1 inv	Tat transport
c1ccc(-c2cnnc(SCc3cn4cccnc4n3)n2)cc1	-3	-17	1.2	-1.1	-2.7	3	7	1.9	-2	13	-1
CCc1ccc(Nc2ncc3c(n2)CC(C)CC3=O)cc1 (stereo not drawn)	12	-2	-1.3	-2.0	1.5	·	-11	2.6	4	-8	7
Cc1cccc(NC(=O)COc2cccc3c2CCN(C)C3=O)c1C	·	-6	0.2	0.7	-4.0	12	4	0.3	-8	19	5
Oc1ccc(C2CNCc3sccc32)cc1O (stereo not drawn)	24	-10	1.9	1.4	0.9	20	-16	2.2	-10	-5	4
COc1ccc(CN2CCN(Cc3c[nH]c4ccccc34)CC2CCO)cc1C (stereo not drawn)	20	0	1.4	6.3	0.3	-14	-5	-5.3	-8	-1	-11
O=C1CN(C(=O)c2ccc(F)cc2)c2ccccc2N1	2	1	-1.0	2.1	-2.5	-8	6	1.9	3	13	-3
Cc1ccc(S(=O)(=O)Nc2ccc(N3CCOCC3)cc2)cc1	-5	1	1.9	-2.8	-4.2	41	-10	0.4	-8	19	-13
O=[N+]([O-])c1cccc(-c2nnc(C34CC5CC(CC(C5)C3)C4)o2)c1	-4	-5	0.9	3.0	-2.7	0	-4	3.4	-15	15	1
CO/N=C/c1ccc(Sc2ccccc2N)c([N+](=O)[O-])c1	-13	-5	0.8	1.4	6.1	·	-10	1.9	-2	-35	1
C#CCOCCOCCOCCNc1nc(N2CCN(C(=O)[C@H]([C@@H](C)CC)n3cc(CCCCN)nn3)CC2)nc(N2CCN(C(=O)[C@H](C)n3cc(CCCN=C(N)N)nn3)CC2)n1	9	-2	1.2	1.9	0.6	9	1	2.3	-4	-3	0
CCCCOC(=O)N1CCOCCOCCN(C(=O)OCCCC)CCOCCOCC1	4	-12	-0.7	1.8	3.1	237	10	0.2	-5	-16	-2
CC1(c2nnc(Cc3ccccc3)o2)CC(c2cccnc2)=NO1 (stereo not drawn)	-9	8	0.7	2.9	-1.8	-2	-9	2.7	-7	10	2
CCN1C(=O)C(O)(CC(=O)c2cccc(-n3cccc3)c2)c2ccccc21 (stereo not drawn)	·	7	0.8	5.1	-2.1	137	2	0.8	-11	10	-1
Cc1cc(C)c2nc(N3CCC(C(=O)NCc4ccccn4)CC3)sc2c1	5	-10	0.9	4.1	-0.8	-6	-3	4.6	-2	5	-4
CCOC(=O)c1ccccc1NC(=O)CC(C)CC(=O)O (stereo not drawn)	17	-4	0.2	1.9	-1.7	1	10	1.6	-8	9	-4
COc1cccc(-n2c(=O)c3ccccc3n3c(=S)[nH]nc23)c1	5	5	-1.4	-2.4	1.1	3	4	0.5	1	-8	-8
COC(=O)C1=C(N)Oc2cc(C)[nH]c(=O)c2C1c1ccncc1 (stereo not drawn)	-6	5	-1.1	0.0	-2.0	9	-24	2.9	6	12	2
O=C(C[C@H]1C/C=C\CC[C@H](Cc2ccc(F)cc2)C(=O)OCCNC1=O)NCCO	3	-6	-0.3	0.4	-3.3	46	-10	3.5	-7	18	-7
Oc1ccc(Cl)cc1CNCc1ccc(F)cc1	4	-4	2.4	3.5	7.5	13	-21	2.2	-9	-43	3
COc1cccc(C(=O)Nc2ccccc2F)c1	-18	-1	-1.8	-0.2	-2.5	5	-3	3.9	-2	12	7
CC(C)(C)CC(=O)Nc1ccc(S(=O)(=O)N2CCCC2)cc1	-14	3	0.6	-0.3	-0.4	·	-38	4.0	-8	2	-8
COc1ccc(Cl)cc1CN1CCOCC1	1	8	-0.2	3.0	-1.7	-1	1	-2.5	-4	9	6
O=C(COC(=O)c1cc(=O)[nH]c(=O)[nH]1)Nc1cccc(S(=O)(=O)N2CCCCC2)c1	16	-5	1.9	4.6	-2.5	192	-10	-1.7	3	12	-7
O=C(OCC#CCSc1nnc(-c2ccc(Br)cc2)o1)c1ccco1	·	-14	0.0	1.5	-0.2	-11	7	0.6	-3	1	9
CC(C)n1cnc2c(NCc3ccccc3)cc(OCC3CCN(C)CC3)cc21	-9	-4	-2.3	-1.1	0.2	3	-8	·	-4	-1	0

3 compounds already listed, ordered by the number in Mot1-301 SUMO, largest number first:
structure,Mot1-301 SUMO
Oc1ccc(C2CNCc3sccc32)cc1O (stereo not drawn),20
Cc1cc(C(=O)NP(=O)(N2CCOCC2)N2CCOCC2)c(C)n1-c1ccc(Br)cc1,9
O=[N+]([O-])c1cccc(-c2nnc(C34CC5CC(CC(C5)C3)C4)o2)c1,0

Next part.
SMILES	PfHsp90 yeast 2	PKA-R2B activ	E coli growth	AddAB inh	OPRM1-OPRD1 ag	Mot1-301 SUMO	HTR5A inv ctr	phage Ecoli inh	PKA-R1A activ	OPRM1-OPRD1 inv	Tat transport
O=C(NC1CC(=O)N(c2ccc3c(c2)OCCO3)C1)N1CCCCC1 (stereo not drawn)	11	-8	0.7	0.3	4.8	2	-3	3.1	2	-30	6
O=C(CCNC(=O)C1CCN(S(=O)(=O)c2ccccc2)CC1)NCCc1ccc(Cl)cc1	14	5	-0.8	-0.2	-2.4	16	-2	1.0	-1	12	-3
CC(C)c1cccc(C(C)C)c1NC(=O)CN(C)C1CCS(=O)(=O)C1 (stereo not drawn)	-31	1	-0.7	-0.1	0.1	16	16	0.6	4	0	3
CN(C)S(=O)(=O)c1ccc(C(=O)OCC2CC2(Cl)Cl)cc1 (stereo not drawn)	21	-6	1.4	4.1	-1.8	21	-26	1.7	15	10	1
CCS(=O)(=O)Nc1c(C(=O)O)[nH]c2ccccc12	-1	9	-3.6	-0.2	-0.8	4	9	1.6	-3	4	-4
Oc1ccc(C(=S)N2CCCCCC2)cc1	9	-9	1.2	5.4	-3.7	-4	-8	0.8	1	18	-2
CCOC(=O)c1csc(N/N=C2\CCCc3ccccc32)n1	-15	4	1.6	-0.9	0.9	0	-33	-1.7	-3	-5	-1
Cc1ccc(S(=O)(=O)Cn2nnnc2C(c2ccc(F)cc2)N2CCCCC2)cc1 (stereo not drawn)	-42	2	-3.0	0.1	3.7	0	-4	1.0	6	-23	-4
O=C(NCC1(O)CCCCC1)C1CCC(=O)N(CCc2ccccc2)C1 (stereo not drawn)	10	-4	2.3	4.2	-5.1	-7	-14	2.0	-1	26	4
COCCNC(=O)/C(C#N)=C/c1cn(CC(=O)NCc2ccco2)c2ccccc12	5	-2	0.9	1.9	-0.8	3	-54	3.7	1	4	-5
COc1ccc(CNC(=O)C[C@H]2C[C@H](C(=O)N(C(C)C)C(C)C)[C@@]3(C)c4[nH]c5cc(-c6ccco6)ccc5c4CCN3C2=O)cc1OC	-3	-1	-2.0	-2.7	-1.6	·	-4	-0.4	-3	8	6
Cc1ccc(CNCc2cccnc2)cc1	3	-3	-1.1	0.5	-1.5	25	6	4.9	-4	8	5
C=CCN(CC=C)CCOc1ccccc1F	4	-20	0.1	2.6	-2.5	-7	-7	1.9	-2	12	-2
CCOC(=O)CN1C(=O)S/C(=C/c2ccc(OCc3ccc(C(=O)O)cc3)cc2)C1=O	-24	1	-1.6	-0.9	-2.2	-12	4	1.8	-13	10	-2

Screens from PubChem BioAssay.
